Screening results deposited in PubChem BioAssay by National Center for Advancing Translational Sciences (NCATS).
Vif-APOBEC3G blk = blocks the Vif interaction with human APOBEC3G | HeLa A3G-eYFP + Vif (tagged APOBEC3G with the HIV-1 protein that degrades it), YFP fluorescence, overnight | Q9HC16 | Potency, µM (highest dose often 46.1 µM), without a hit: top-dose activity, negative = active, hits mostly inhibitors | 0.076% of 410,000 active;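 further: potency means the concentration at half of the fitted maximal effect; on the % scale 0 is the no-effect control and ±100 the full control effect; nearly all actives have a fitted effect of over 60% in size; hits raise eYFP signal because A3G escapes Vif-driven loss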
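Read-out is eYFP fluorescence (Ex 488/Em 500-530) from Vif-expressing HeLa A3G-eYFP cells; more signal means A3G escaped Vif-mediated degradation. Cells plated overnight, compound pinned in, incubated overnight at 37 deg C.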
mIDH1 inhibitor = blocks human mutant IDH1 R132H enzyme | O75874 | IDH1-R132H enzyme, NADPH consumption, diaphorase/resazurin fluorescence | Potency, µM (highest dose often 76.6 µM), for the others: at the highest dose activity change, negative = inhibition, hits mostly inhibitors | 0.093% of 390,000 active | AID 602179; further: potency means the concentration at half of the fitted maximal effect; on the % scale 0 is the no-effect control and ±100 the full control effect; nearly all actives have a fitted effect of over 65% in size
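IDH1-R132H (0.5 ug/mL) preincubated 30 min with compound, then NADPH (0.016 mM) and alpha-KG (2 mM) added; 80 min at RT, pH 7.5. Remaining NADPH coupled via diaphorase/resazurin to fluorescence (540/590 nm); concentration-response curves normalized to no-enzyme control.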
Vif-APOBEC3F blk = inhibitors of Vif-A3F interaction. 0.2% of 390,000 active. AID 602313. Potency, µM (doses to about 46.1 µM), for inactives: at the top dose activity, negative = active. HeLa A3F-eYFP + Vif (tagged APOBEC3F with the HIV-1 protein that degrades it), YFP fluorescence increase; further: potency means the concentration at half of the fitted maximal effect; % of control where 0% means no effect; nearly all actives have a fitted effect of over 65% in size
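Fluorescence increase (Ex 488/Em 500-530) after overnight compound treatment at 37 deg C flags inhibition of Vif-driven A3F-eYFP loss in stable HeLa A3F-eYFP/Vif cells seeded overnight beforehand.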
GRP78 ERSR act = ER stress response induction in glioma | AID 602332 | U87-MG GRP78 promoter luciferase reporter, 16 h | 0.02% of 420,000 active | Potency, µM, inactives show top-dose activation, hits mostly activators; further: potency means the concentration at half of the fitted maximal effect; series mostly up to about 76 µM; % of control where 0% means no effect; nearly all actives have a fitted effect of over 35% in size
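Stably transfected U87-MG glioma cells carrying a GRP78-based luciferase sensor; 16 h compound incubation. Luminescence end-point read 10 min after Bright-Glo addition at room temperature.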
TrxR1 substrate = rat thioredoxin reductase 1 substrate activity; O89049; purified TrxR1 substrate turnover, NADPH consumption readout; Potency, µM (highest dose often 114 µM), for the others: top-dose activity change, negative = substrate turnover; 0.01% of 390,000 active; AID 588456; further: potency means the concentration at half of the fitted maximal effect; on the % scale 0 is the no-effect control and ±100 the full control effect; nearly all actives have a fitted effect of over 50% in size
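Rat TrxR1, dispensed at 90 nM, was prereduced with 400 uM NADPH (final) for 5 min at ~22 deg C, then incubated with compound 15 min before 400 uM selenite. A first-read NADPH fluorescence drop versus no-compound background flagged substrates.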
PI4K2A inh = inhibitors of human PI4K2A. Q9BTU6. AID 1346378. activity change, negative = inhibition, % at 76.9 µM. 0.13% of 420,000 active. purified PI4K2A, ADP-Glo luminescence, 1 h; hits give low values; in the data active means activity change below about -50%; inconclusive means mostly about -30% to -49%;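 further: -100% = wells without enzyme as full effect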
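ADP-Glo luminescence measured ADP generated by PI4K2A enzyme (4 ug/mL before mixing) with 1.2 mM PI substrate (pre-mix) and 300 microM ATP (pre-mix). Tris pH7.5 buffer with MgCl2, Triton X-100; 1 h reaction at ambient temperature.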
USP1-UAF1 inh = blocks the human USP1/UAF1 deubiquitinase complex | O94782 | recombinant USP1/UAF1, Ub-Rhodamine cleavage fluorescence | Potency, µM (highest dose often 57.1 µM), inactives show at the top dose activity change, negative = inhibition, hits mostly inhibitors | 0.23% of 390,000 active | AID 743255; further: potency means the concentration at half of the fitted maximal effect; on the % scale 0 is the no-effect control and ±100 the full control effect; nearly all actives have a fitted effect of over 60% in size; inactives centre near -12
Target sequence (O94782 whole entry, looked up): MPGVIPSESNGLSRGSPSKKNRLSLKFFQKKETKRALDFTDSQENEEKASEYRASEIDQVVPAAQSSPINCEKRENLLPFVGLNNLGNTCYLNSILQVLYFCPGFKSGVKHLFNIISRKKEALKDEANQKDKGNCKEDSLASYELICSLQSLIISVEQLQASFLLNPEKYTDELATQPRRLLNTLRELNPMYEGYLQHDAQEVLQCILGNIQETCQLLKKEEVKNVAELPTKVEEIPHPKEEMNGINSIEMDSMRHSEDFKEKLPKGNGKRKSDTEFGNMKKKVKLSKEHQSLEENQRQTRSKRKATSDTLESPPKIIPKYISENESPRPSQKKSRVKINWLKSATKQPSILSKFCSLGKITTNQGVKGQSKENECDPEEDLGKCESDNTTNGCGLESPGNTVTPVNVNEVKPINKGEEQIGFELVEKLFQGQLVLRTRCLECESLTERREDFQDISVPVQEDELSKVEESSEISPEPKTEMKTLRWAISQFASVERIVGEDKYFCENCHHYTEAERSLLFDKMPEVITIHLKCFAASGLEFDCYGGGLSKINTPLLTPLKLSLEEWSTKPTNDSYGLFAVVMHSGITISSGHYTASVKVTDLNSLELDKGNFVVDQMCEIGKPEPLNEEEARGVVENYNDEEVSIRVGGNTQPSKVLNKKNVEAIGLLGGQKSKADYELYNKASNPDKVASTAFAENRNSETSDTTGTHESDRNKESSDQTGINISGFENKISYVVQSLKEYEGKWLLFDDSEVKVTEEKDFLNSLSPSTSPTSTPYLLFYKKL
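Step one: compound is pinned into 1nM USP1/UAF1 in HEPES pH 7.8 buffer with TCEP. Step two: 15 min room-temperature incubation. Step three: Ub-Rho (150nM final) starts cleavage, tracked by fluorescence over six one-minute reads.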
LDHA block = inhibitors of human lactate dehydrogenase A | P00338 | purified LDHA, NADH/diaphorase-resazurin fluorescence; hits give low values | activity change, % (values are at about 110 or 230 µM) | 0.15% of 480,000 active; in the data active means activity change below about -30%; inconclusive means mostly about -25% to -30%;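 further: plate controls were DMSO wells for no effect and wells without enzyme for full effect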
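Human LDH5 (2 nM) was incubated with 0.06 mM NADH and 0.2 mM pyruvate for 5 min at room temperature in Tris pH 7.4. Remaining NADH was coupled through diaphorase/resazurin, and resorufin fluorescence was read at 0 and 20 min.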
RXFP1 ag = RXFP1 (human) receptor agonism | 0.3% of 370,000 active | AID 2676 | Potency, µM (highest dose often 57.5 µM), inactives show top-dose activation, actives largely listed as activators | Q9HBX9 | HEK293T-RXFP1 cAMP TR-FRET, 30 min; response scale: percent of porcine relaxin response, buffer zero; further: potency means the concentration at half of the fitted maximal effect; on the % scale 0 is the no-effect control and ±100 the full control effect; nearly all actives have a fitted effect of over 60% in size; many of its hits are not listed in these tables
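cAMP rise read by TR-FRET after 30 min, 37C compound exposure (up to 58 uM) in RXFP1-transfected HEK293 cells with Ro 20174 present. EC50 from Hill-equation fits, with 29 nM porcine relaxin as 100% and buffer as basal.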
* hit, by the source's call; u = inconclusive; x = no result given; [ ] = remark or other dose. Unless noted, the call rests on the fitted dose curve; in most records, active means well fitted curve in the direction sought with a large enough effect; inconclusive means small, poorly fitted or top-dose-only effect, or another doubt; inactive means no such curve, though single readings can be large; an effect the other way counts as inactive or inconclusive. Not all compounds are listed; the hit share may differ from the screen's.

SMILES	Vif-APOBEC3G blk	mIDH1 inhibitor	Vif-APOBEC3F blk	GRP78 ERSR act	TrxR1 substrate	PI4K2A inh	USP1-UAF1 inh	LDHA block	RXFP1 ag
CCC(C)N1C(=O)NC(=O)C2(Cc3cc(C)ccc3N(C)C2)C1=O (configuration not stated)	2%	3%	5%	-4%	5%[57.1 µM]	-6	-5%	3	-0.8%
Cc1cc(OCC(=O)NCc2ccc(S(N)(=O)=O)cc2)c2c3c(c(=O)oc2c1)CCC3	4%	1%	1%	-6%	80%[activator]	-9	-20%	-1	4.1%
O=C(NCC1=C(c2ccc3ccccc3c2)C[C@@H]2CC[C@H]1N2Cc1ccco1)c1ccc([N+](=O)[O-])cc1	-5%	9%	-1%	-7%	x	-6	-6%	-11	x
O=C1NC(=S)NC(=O)C1Cc1ccccc1	-1%	-1%	0%	-2%	10%[57.1 µM]	4	7%	-7	x
CCCC(=O)NC(Oc1ccc(OC)cc1)C(Cl)(Cl)Cl (configuration not stated)	-1%	8%	1%	-5%	1%	0	-4%	-3	-2.2%
O=c1[nH]c2ccccc2n1C1CCN(C(c2ccnc3ccccc23)c2nnnn2-c2ccc3c(c2)OCCO3)CC1 (configuration not stated)	-10%	x	x	0%	x	1	x	-2	x
CC(=O)N1CCC2(CC1)CC(=O)c1cc(OCC(=O)N3CCN(C)CC3)ccc1O2	0%	2%	-4%	-3%	204%[activator]	-3	1%	-1	3.1%
CCOC(=O)C1(CCOc2ccccc2)CCN(Cc2ccccc2OC)CC1	3%	0%	-7%	-6%	-4%	-1	-16%	-12	-0.6%
CSc1nc(C)c(Br)c(N2CC2)n1	-1%	9%	u	-1%	11%[57.1 µM]	3	-24%	-6	x
CC(C)N1CCN(Cc2c[nH]c3ccccc23)CC1CCO (configuration not stated)	0%	-1%	0%	-4%	3%	3	0%	-1	2.6%
COC(=O)C1=C(c2ccc(Cl)c(C(F)(F)F)c2)C[C@@H]2CC[C@H]1N2C(=O)NC(C)C	-8%	4%	-1%	-2%	9%[57.1 µM]	3	-18%	-6	0.6%
CC(C)Cc1nc(N2CCNCC2)c(C#N)c2c1CCC2	1%	2%	4%	-5%	27%	-5	4%	-10	-2.9%
Cc1nn(C)c(C)c1/C=C1/CC2C3CC=C4CC(O)CCC4(C)C3CCC2(C)C1=O (configuration not stated)	2%	-7%	3%	-5%	0%	-1	-11%	5	6.4%
Cc1ccc(S(=O)(=O)CC(=O)c2cc(C)c(OC(=O)N(C)C)c(C)c2)cc1	-4%	11%	-8%	7%	8%[57.1 µM]	4	-13%	12	-0.2%
CC(C)(C)c1ccc(O)c(CN2CCN(c3ccccc3)CC2)c1	0%	3%	-1%	-3%	-10%	3	-4%	-9	-3.1%
NC(Cc1ccccc1)c1nc(-c2ccccc2)no1 (configuration not stated)	-5%	-12%	-7%	3%	-6%	-18	-1%	0	-1.5%
O=C1NC(=O)N(c2ccc(Br)cc2)C(=O)/C1=C/c1ccsc1	-6%	3%	-22%	-6%	-1%	4	-16%	-6	3.5%
O=c1[nH]c(=S)n(CCC2=CCCCC2)c(O)c1/C=N/N1CCOCC1	-5%	3%	15%	-1%	1%	2	-15%	-3	2.9%
CCCCn1c(=O)c(C(=O)Nc2cccc(C)c2)c(O)c2ccccc21	-7%	1%	0%	0%	3%	0	-22%	-3	0.5%
CCC(=O)OC1CCC2C3CCC4CC(=O)C=CC4(C)C3CCC12C (configuration not stated)	-3%	0%	-16%	-1%	-5%[57.1 µM]	14	-22%	-1	x
Clc1ccc2nc3c(c(-c4ccccc4)c2c1)CNCC3	-3%	0%	-3%	-5%	-8%	0	-12%	5	2.0%
Cc1nc2ccccc2c(=O)n1-c1ccccn1	0%	1%	-11%	1%	5%	-2	0%	-2	-0.6%
O=C(c1ccc(CS(=O)(=O)c2ccccc2)o1)N1CCC2(CC1)OCCO2	-1%	1%	0%	-2%	4%[57.1 µM]	0	-6%	8	-1.0%
CSc1nc(N)c(N=Nc2ccc([As](=O)(O)O)cc2)c(=O)[nH]1	-9%	0%	u	-6%	6%[57.1 µM]	-11	-13%	-3	-1.0%
COc1ccc(CCNCc2ccc(Br)cc2)cc1OC	1%	2%	-2%	0%	0%	-2	-23%	-12	1.6%

Complete entries, looked up by structure. Screens in order: Vif-APOBEC3G blk, mIDH1 inhibitor, Vif-APOBEC3F blk, GRP78 ERSR act, TrxR1 substrate, PI4K2A inh, USP1-UAF1 inh, LDHA block, RXFP1 ag
Shown for O=c1[nH]c(=S)n(CCC2=CCCCC2)c(O)c1/C=N/N1CCOCC1 = -5%, 3%, 15%, -1%, 1%, 2, -15%, -3, 2.9%
Shown for COc1ccc(CCNCc2ccc(Br)cc2)cc1OC = 1%, 2%, -2%, 0%, 0%, -2, -23%, -12, 1.6%
Shown for CC(C)N1CCN(Cc2c[nH]c3ccccc23)CC1CCO (configuration not stated) = 0%, -1%, 0%, -4%, 3%, 3, 0%, -1, 2.6%

(list continues)
SMILES	Vif-APOBEC3G blk	mIDH1 inhibitor	Vif-APOBEC3F blk	GRP78 ERSR act	TrxR1 substrate	PI4K2A inh	USP1-UAF1 inh	LDHA block	RXFP1 ag
CSc1ncc(Cl)c(C(=O)O)n1 (tested in a mixture with another compound)	1%	-2%	-6%	2%	3%[57.1 µM]	-2	-20%	-2	0.9%
C=CCN1C(=O)/C(=C/c2cc(C)n(-c3cccnc3)c2C)C(=O)NC1=S	1%	-5%	0%	-1%	-10%	-8	-4%	1	0.2%
CCOc1ccccc1N1C(=O)NC(=O)/C(=C/c2ccc3c4c(cccc24)CC3)C1=O	-15%	2%	-6%	u	87%[activator]	-20	u	-72*	-1.9%
COc1ccc(CNC(=O)CCC(=O)N2C[C@H]3C[C@H](C2)c2cccc(=O)n2C3)cc1OC	4%	-1%	2%	-3%	-6%	4	-26%	2	0.5%
C[C@H]1[C@@H](OS(=O)(=O)O)C[C@@H]2C[C@H]([C@@H](O)c3cc(=O)[nH]c(=O)[nH]3)NC3=NC[C@H]1N32	-14%	10%	2%	-6%	7%	0	-11%	1	x
CC(Cc1ccccc1)NC(=O)NC(C)Cc1ccccc1 (configuration not stated)	-1%	6%	-2%	-1%	0%	-1	-23%	-5	0.4%
O=c1[nH]c(=O)n(Cc2ccc(F)cc2)c(O)c1C=NCCCn1ccnc1	-2%	-3%	4%	-1%	0%	-1	4%	-4	2.9%
CCCc1cc(=O)oc2cc(OCC(=O)N3CCC(C(=O)O)(c4ccccc4)CC3)ccc12	1%	-9%	-7%	0%	107%[activator]	0	-15%	-4	2.1%
CCc1ccc(OCC(=O)N2CCN(CCc3ccccn3)CC2)cc1	0%	1%	2%	2%	-2%	-1	u	-7	0.1%
CC[N+](C)(CC)CCCCOc1ccc2c(c1)C(=O)c1cc(OCCCC[N+](C)(CC)CC)ccc1-2	3%	0%	-13%	-5%	-3%	0	-8%	-18	1.8%
CCCCN1CCC(O)(c2ccccc2)C(C(=O)c2ccccc2)C1 (configuration not stated)	-1%	2%	0%	-14%	4%[11.4 µM]	7	0%	-2	-1.3%
COc1cccc(CCNCc2cccc(C(F)(F)F)c2)c1	1%	-2%	3%	-8%	5%	1	u	-19	1.3%
CCCCn1c(=O)c(C(=O)Nc2ccsc2C(=O)OC)c(O)c2ccccc21	-1%	-5%	u	-5%	-13%	-1	3%	0	-0.1%
COc1ccccc1-n1c(-c2ccc(C)cc2)nc2ccccc2c1=O	0%	-6%	4%	0%	-3%	12	-14%	1	4.0%
CCOc1ccc(N(CC)S(=O)(=O)c2ccc3c(c2)oc(=O)n3C)cc1	u	0%	-6%	1%	-10%	-2	-7%	0	0.8%
COc1cc(Cl)ccc1Nc1ncc(C(=O)N2CCN(c3ccccc3OC)CC2)c2ccccc12	-1%	-9%	7%	-2%	94%[activator]	3	-21%	-1	-0.9%
O=C(c1ccc(Cl)cc1)C12CN3CN(CN(C3)C1)C2	-2%	7%	-5%	-5%	-9%	-6	0%	-3	0.1%
COC(=O)C1=C(c2ccc(F)cc2OCc2ccccc2)C[C@@H]2CC[C@H]1N2C(=O)N1CCC(C)CC1	-6%	2%	5%	-4%	1%[57.1 µM]	2	8%	0	2.1%
Cc1cccc(N2C(=O)NC(=O)/C(=C/c3ccc(N4CCOCC4)cc3)C2=O)c1	1%	-4%	-27%	1%	-8%	-13	-20%	-3	0.1%
CN1C(=O)C(O)N=C(c2ccccc2)c2ccccc21 (configuration not stated)	0%	-7%	7%	-3%	14%	0	-15%	-5	6.4%
Cc1cc(N(CCCl)CCCl)ccc1/C=N/N=C(\N)c1cnccn1	3%	-8%	-3%	2%	-6%	-1	-17%	0	x
CCc1ccc(OCCCN=C(C)c2c(O)n(C)c(=O)n(C)c2=O)cc1	3%	3%	2%	-2%	1%	-6	-6%	-6	1.7%
C[C@]12CCC3C(CC[C@H]4C[C@@H](O)CC[C@]34C)[C@H]1CC[C@H]2O (some centres not stated)	1%	7%	2%	-3%	4%	11	u	0	x
CCOc1ccc(CN(CCc2ccc3c(c2)OCO3)Cc2ccc(OC)c(Br)c2)cc1	0%	-2%	0%	-2%	-4%	1	-7%	u	1.7%
CCN1C(=O)/C(=C2\C=Cc3ccccc3N2CC)OC1=S	-7%	3%	-10%	3%	6%	-2	u	-5	x
